mcGAS RapidFire: inhibitors of mouse cGAS; Q8C6L5; recombinant mouse cGAS, cGAMP by RapidFire MS; inhibition, % at 12.5 µM; actives 0.18% (n = 130,000); AID 1259397;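 active = inhibition of cGAS enzyme activity at or above 60%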;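 note: enzyme stimulated by 45 bp dsDNA with ATP and GTP substrates; cGAMP share of summed cGAMP plus half ATP and half GTP signals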
Target sequence (Q8C6L5 whole entry, looked up): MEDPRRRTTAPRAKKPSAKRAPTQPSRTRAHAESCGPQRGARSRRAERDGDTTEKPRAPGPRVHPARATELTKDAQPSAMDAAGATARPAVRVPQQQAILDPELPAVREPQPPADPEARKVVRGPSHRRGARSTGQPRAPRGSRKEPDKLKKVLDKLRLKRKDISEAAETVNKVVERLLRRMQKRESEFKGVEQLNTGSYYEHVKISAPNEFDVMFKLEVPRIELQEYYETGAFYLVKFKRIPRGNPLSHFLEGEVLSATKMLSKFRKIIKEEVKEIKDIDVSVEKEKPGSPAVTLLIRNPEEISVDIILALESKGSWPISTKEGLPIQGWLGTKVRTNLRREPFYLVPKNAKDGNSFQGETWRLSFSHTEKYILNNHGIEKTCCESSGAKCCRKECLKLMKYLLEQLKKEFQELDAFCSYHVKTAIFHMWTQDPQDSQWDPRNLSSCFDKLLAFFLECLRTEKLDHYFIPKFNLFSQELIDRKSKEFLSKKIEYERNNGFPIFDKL
* hit, by the source's call; & = joins results of further samples. An excerpt. The share of hits here may be higher or lower than overall.

O=[N+]([O-])c1ccc(CNCCc2ccc(Cl)cc2Cl)cc1 was read as mcGAS RapidFire -0.8.
Screening Clc1cccc(C2NCCc3[nH]cnc32)c1 (configuration not stated) returned mcGAS RapidFire -0.6.
Screening COC(=O)c1ccc(NC(=O)c2cccn(Cc3cc(C)ccc3C)c2=O)cc1 returned mcGAS RapidFire -7.6.
Screening Cc1ccc(CN(C)C)c(OC(=O)N(C)C)c1 returned mcGAS RapidFire -1.9.
For CC(C)[N+](C)(CCC(C(N)=O)(c1ccccc1)c1ccccc1)C(C)C the results were mcGAS RapidFire -5.1&0.2.
For O=C(c1ccccc1)[C@@H]1[C@@H](C(=O)c2ccccc2)N1Cc1ccccc1 (some centres not stated) the results were mcGAS RapidFire -7.1.
`COc1cc2c(cc1OC)CNCC2` gave mcGAS RapidFire -1.8.
Screening C=C1C/C(=C/C)C(=O)O[C@@H]2CCN3CC=C(COC(=O)[C@]1(C)O)[C@H]23 returned mcGAS RapidFire 9.3.
`Clc1ccccc1C1CC(c2cccnc2)=Nc2nnnn21` (configuration not stated) gave mcGAS RapidFire -3.6.
`CCC1(c2ccccc2)C(=O)NC(=O)N(C)C1=O` (configuration not stated) gave mcGAS RapidFire -6.3.
Screening OCCC1(NCCc2ccccc2)CCCCC1 returned mcGAS RapidFire 2.7.
COc1ccc(F)cc1C(=O)C1CCCN(Cc2cnc(SC)nc2)C1 (configuration not stated) was read as mcGAS RapidFire -5.0.

Compounds shown so far with nitrogen in an aromatic ring:
Screening Clc1cccc(C2NCCc3[nH]cnc32)c1 (configuration not stated) returned mcGAS RapidFire -0.6.
Screening COC(=O)c1ccc(NC(=O)c2cccn(Cc3cc(C)ccc3C)c2=O)cc1 returned mcGAS RapidFire -7.6.
`Clc1ccccc1C1CC(c2cccnc2)=Nc2nnnn21` (configuration not stated) gave mcGAS RapidFire -3.6.
COc1ccc(F)cc1C(=O)C1CCCN(Cc2cnc(SC)nc2)C1 (configuration not stated) was read as mcGAS RapidFire -5.0.

Other results follow.
For CCc1nnsc1C(=O)N1C[C@@H](c2ccccc2)[C@@H]2[C@H]1C1CCN2CC1 the results were mcGAS RapidFire -8.7.
Screening O=C1Nc2ccccc2C2(CCN(CCc3ccc(C(F)(F)F)cc3)CC2)O1 returned mcGAS RapidFire -20.5.
`CN1CCN(c2cc(N)nc(N)n2)CC1` gave mcGAS RapidFire 5.9.
Screening Cc1ccc(Cn2cccc(C(=O)Nc3ccc(F)c([N+](=O)[O-])c3)c2=O)cc1 returned mcGAS RapidFire -5.0.
For CC(C)(N)Cc1ccc(Cl)cc1 the results were mcGAS RapidFire 2.9.
`CN1CCN(c2ccc(C(F)(F)F)cn2)CC1` gave mcGAS RapidFire -5.5.
Screening C1CCC(N2CCN(C3CC4CCC3C4)CC2)C1 (configuration not stated) returned mcGAS RapidFire -6.1.
Screening CN(CCCC1CCCO1)C1CCNCC1 (configuration not stated) returned mcGAS RapidFire -13.0.
`COc1ccc(CNCCc2c(C)[nH]c3ccc(C)cc23)cc1OC` gave mcGAS RapidFire -2.9.
For CN1CC[C@@]23CCCC[C@@H]2[C@@H]1Cc1ccc(O)cc13 the results were mcGAS RapidFire 12.6.
Screening Cc1nc(N)sc1CCN returned mcGAS RapidFire -7.2.
COP(=S)(OC)Oc1ccc(Sc2ccc(OP(=S)(OC)OC)cc2)cc1 was read as mcGAS RapidFire -1.0.
For CN1Cc2c(ccc3c2OCO3)C2C(O)Cc3cc4c(cc3C21)OCO4 (configuration not stated) the results were mcGAS RapidFire -8.6.
Cc1cc(N2CCCC2c2cccnc2)nc(C)n1 (configuration not stated) was read as mcGAS RapidFire 3.2.
For CC1CCOC(CBr)(c2cc(OC(=O)N(C)C)cc(OC(=O)N(C)C)c2)O1 (configuration not stated) the results were mcGAS RapidFire -3.3.
For CCOP(=S)(OCC)Oc1ccc2c(C)c(Cl)c(=O)oc2c1 the results were mcGAS RapidFire -8.8.
For CC(Cn1cncn1)NCc1n[nH]c2c1CCCCC2 (configuration not stated) the results were mcGAS RapidFire -6.7.
Cc1cc(C)cc(CC(C)NC(=O)NCCC(=O)N(C)C)c1 (configuration not stated) was read as mcGAS RapidFire -1.5.
Screening CN1CCCC1CCOC1c2ccccc2CCc2ccccc21 (configuration not stated) returned mcGAS RapidFire -6.9.
Screening COc1ccc(OC)c(CNC(=O)c2cn(CC3CCCO3)nn2)c1 (configuration not stated) returned mcGAS RapidFire -5.0.
`CCOC(=O)c1nn(CN2CC(C)OCC2C)c2ccc(Br)cc12` (configuration not stated) gave mcGAS RapidFire 13.3.
Screening CCN(CC)C(=O)c1ccc(NC(=O)COc2ccc(F)c(Cl)c2)cc1 returned mcGAS RapidFire -4.4.
For O[C@H]1C[C@@H]2CN(Cc3cnc(C4CCCCC4)nc3)C[C@@H]2C[C@@H]1O the results were mcGAS RapidFire -50.6.
For Fc1cccc(C2NCCc3[nH]cnc32)c1F (configuration not stated) the results were mcGAS RapidFire -1.8.

2 compounds drawn at random from the list so far:
Cc1cc(N2CCCC2c2cccnc2)nc(C)n1 (configuration not stated) was read as mcGAS RapidFire 3.2.
For CC1CCOC(CBr)(c2cc(OC(=O)N(C)C)cc(OC(=O)N(C)C)c2)O1 (configuration not stated) the results were mcGAS RapidFire -3.3.

Further entries follow:
`CCCn1cc(C(=O)NCC2CCCO2)c2ccccc21` (configuration not stated) gave mcGAS RapidFire -25.6.
CCCCCOc1c(OC)ccc2cc(C(=O)NCc3ccc4c(c3)OCO4)c(=O)[nH]c12 was read as mcGAS RapidFire -7.8.
Screening COC(=O)c1ccc(NC(=O)c2cccn(Cc3cccc(C(F)(F)F)c3)c2=O)cc1 returned mcGAS RapidFire -3.9.
For Cc1nc2ncccc2cc1C(=O)N1CCC2(CCN(C)C2)CC1 the results were mcGAS RapidFire -27.8.
`Fc1cccc(C2NCc3ccccc3-n3cccc32)c1` (configuration not stated) gave mcGAS RapidFire -3.3.
`COc1ccccc1Cn1c(N)c(C(N)=O)c2nc3ccccc3nc21` gave mcGAS RapidFire 1.3.
For c1cc2c(c(-c3ccc4nc[nH]c4c3)c1)CCNC2 the results were mcGAS RapidFire -43.4.
For O=C(O)CNCP(=O)(O)O the results were mcGAS RapidFire -8.0.
NC(=O)c1n[nH]nc1N was read as mcGAS RapidFire -8.3.
CCN1C[C@]2(COC)CC[C@H](O)[C@]34C1[C@H](C[C@H]23)[C@@]1(O)C[C@H](OC)[C@H]2C[C@@H]4[C@@H]1[C@H]2OC(C)=O was read as mcGAS RapidFire -4.1.
`CN(CC(N)=O)C1(c2ccccc2Cl)CCCCC1=O` (configuration not stated) gave mcGAS RapidFire -11.4.
For COc1ccc(C)c2sc(N3CCNCC3)nc12 the results were mcGAS RapidFire -7.9.
Ic1cncc(OC[C@@H]2CCN2)c1 was read as mcGAS RapidFire -6.3.
Screening CCOc1ccc(-n2c(C(C)NC)nc3ccccc3c2=O)cc1 (configuration not stated) returned mcGAS RapidFire -1.0.
For O=C(O)C(Cl)Cl the results were mcGAS RapidFire -8.6&-2.8.
Cc1ccc(Cn2ccsc2=N)cc1 was read as mcGAS RapidFire -6.0.
c1ccc(NC2=NCCCS2)cc1 was read as mcGAS RapidFire -8.8.
CC[C@]1(O)CC[C@H]2[C@@H]3CCC4=CCCC[C@@H]4[C@H]3CC[C@@]21C was read as mcGAS RapidFire 0.0.
`CN1CCN2CCN(C(=O)CCn3ccc(=O)[nH]c3=O)CC2C1` (configuration not stated) gave mcGAS RapidFire -18.2.
For Cc1nc2ccccc2c(=O)n1-c1ccccc1Cl the results were mcGAS RapidFire 0.7.
`Cc1ccnc(CC(C)N(C)Cc2cccc3cnccc23)c1` (configuration not stated) gave mcGAS RapidFire -27.7.
Screening CC1(C)N([O-])[N+](=O)C1(C)Br (configuration not stated) returned mcGAS RapidFire -7.2.
`COCC1(C(=O)N2C[C@H](c3ccccc3)[C@@H]3[C@H]2C2CCN3CC2)CCC1` gave mcGAS RapidFire -6.1.
For OC1CCCCC1N1CCC(c2ccccc2)CC1 (configuration not stated) the results were mcGAS RapidFire -12.4&-4.7.

3 compounds already listed, ordered by number of heavy atoms, low to high.
Screening CC1(C)N([O-])[N+](=O)C1(C)Br (configuration not stated) returned mcGAS RapidFire -7.2.
For OC1CCCCC1N1CCC(c2ccccc2)CC1 (configuration not stated) the results were mcGAS RapidFire -12.4&-4.7.
CC[C@]1(O)CC[C@H]2[C@@H]3CCC4=CCCC[C@@H]4[C@H]3CC[C@@]21C was read as mcGAS RapidFire 0.0.

Additional compounds:
`NC(=O)c1cc([N+](=O)[O-])cc([N+](=O)[O-])c1` gave mcGAS RapidFire -6.5&1.7.
Screening Cc1nccc2c1[nH]c1ccccc12 returned mcGAS RapidFire -9.1&7.0.
Cc1cccnc1CC(C)NC1CCN(C(=O)c2ccccc2)CC1 (configuration not stated) was read as mcGAS RapidFire -18.1.
c1cc(CN2CCSC3(CCCCC3)C2)no1 was read as mcGAS RapidFire 1.5.
For C=C[C@H]1CN2CC[C@H]1C[C@H]2[C@H](O)c1ccnc2ccccc12 the results were mcGAS RapidFire -9.4&-1.9.
For Nc1nc(N2CCN3CCNC(=O)C3C2)c2cn[nH]c2n1 (configuration not stated) the results were mcGAS RapidFire 0.4.
NC(=O)CN1CCCC1=O was read as mcGAS RapidFire -8.2&4.4.
`COc1nc(C)cc(C)c1CNc1ncccc1C(F)(F)F` gave mcGAS RapidFire 14.2.

Among those listed so far, these contain a Cl atom.
O=[N+]([O-])c1ccc(CNCCc2ccc(Cl)cc2Cl)cc1 was read as mcGAS RapidFire -0.8.
Screening Clc1cccc(C2NCCc3[nH]cnc32)c1 (configuration not stated) returned mcGAS RapidFire -0.6.
`Clc1ccccc1C1CC(c2cccnc2)=Nc2nnnn21` (configuration not stated) gave mcGAS RapidFire -3.6.
For CC(C)(N)Cc1ccc(Cl)cc1 the results were mcGAS RapidFire 2.9.
For CCOP(=S)(OCC)Oc1ccc2c(C)c(Cl)c(=O)oc2c1 the results were mcGAS RapidFire -8.8.
Screening CCN(CC)C(=O)c1ccc(NC(=O)COc2ccc(F)c(Cl)c2)cc1 returned mcGAS RapidFire -4.4.
`CN(CC(N)=O)C1(c2ccccc2Cl)CCCCC1=O` (configuration not stated) gave mcGAS RapidFire -11.4.
For O=C(O)C(Cl)Cl the results were mcGAS RapidFire -8.6&-2.8.
For Cc1nc2ccccc2c(=O)n1-c1ccccc1Cl the results were mcGAS RapidFire 0.7.

Screening data (PubChem BioAssay)
